NR5A2 inv ag: inverse agonists of human LRH-1 (NR5A2) | O00482 | HEK293T StAR-luciferase reporter, LRH-1 transfected, 24 h | inhibition, % at 3.6 µM | 0.13% of 360,000 active;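 active = inhibition above the mean inhibition of all tested compounds plus 3 SD, cut at about 73% in these data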;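 note: 0% = DMSO wells and 100% = reporter-only cells lacking LRH-1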
Target sequence (O00482 whole entry, looked up): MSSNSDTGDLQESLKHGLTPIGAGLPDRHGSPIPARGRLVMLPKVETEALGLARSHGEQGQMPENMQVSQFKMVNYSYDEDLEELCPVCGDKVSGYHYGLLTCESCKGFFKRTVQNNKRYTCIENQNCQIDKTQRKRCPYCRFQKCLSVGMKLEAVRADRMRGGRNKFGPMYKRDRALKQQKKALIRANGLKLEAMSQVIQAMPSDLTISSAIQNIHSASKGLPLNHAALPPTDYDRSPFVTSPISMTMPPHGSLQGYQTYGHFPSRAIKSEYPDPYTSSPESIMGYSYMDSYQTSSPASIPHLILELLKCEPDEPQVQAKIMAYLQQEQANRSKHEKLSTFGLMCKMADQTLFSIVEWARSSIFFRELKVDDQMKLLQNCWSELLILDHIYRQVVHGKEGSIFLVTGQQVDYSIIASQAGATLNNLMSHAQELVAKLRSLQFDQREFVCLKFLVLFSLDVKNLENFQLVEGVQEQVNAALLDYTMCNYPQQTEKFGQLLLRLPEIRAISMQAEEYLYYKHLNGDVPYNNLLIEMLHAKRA
TROY NFkB inh: TROY signaling inhibition; Q293 LMP1-TROYcd NF-kB luciferase reporter, 4 h; inhibition, % at 10 µM; 0.98% of 360,000 active; AID 1347056;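 active = compounds whose plate-normalised and pattern-corrected inhibition of the luciferase reporter signal at the single screening dose is 50% or more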
NCOA3 inh: inhibitors of human steroid receptor coactivator 3 (SRC3) | 0.17% of 360,000 active | HEK293 GAL4-SRC3 luciferase reporter, luminescence | inhibition, % at 3.6 µM | Q9Y6Q9;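 active = inhibition above a per-campaign cutoff, the mean of all compounds plus 3 SD, cut at about 60% in these data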;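 note: 0% = DMSO-treated cells and 100% = gossypol-treated cells at 36 µM; higher means less SRC3-driven luciferase light from the GAL4 reporter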
CF NFkB block: inhibitors of cystic fibrosis induced NF-kB; KKLEB NF-kB-GFP reporter, PAF-induced, GFP fluorescence overnight; inhibition, % at 5 µM; 0.86% of 360,000 active;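 active = at least 50% inhibition at 5 µM, scaled per plate between neutral and stimulator controls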;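 note: PAF is a Pseudomonas aeruginosa culture filtrate used as stimulus; plate controls were PAF-stimulated DMSO wells for no effect and unstimulated DMSO wells for full effect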
LMP1 NFkB inh: reduces LMP1-driven NF-kappaB luciferase signal; LMP1-induced NF-kappaB luciferase reporter cells, luminescence; inhibition, % at 12.5 µM; 0.69% of 350,000 active; AID 504558; in the data active = inhibition above about 41%;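 note: 0% = neutral control wells and 100% = reference inhibitor control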
KKLEB cytotox: counter-screen for CF NF-kB inhibitors: cytotoxicity. activity change (cytotoxicity), % at 5 µM. 0.36% of 360,000 active. KKLEB CF airway cells viability, ATPlite luminescence, overnight; active compounds read low; cells stimulated with P. aeruginosa culture filtrate;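 active = corrected activity change at or below -50% at 5 µM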
COUP-TFII inh: NR2F2 (human) inhibition, primary screen; P24468; HEK293T NGFI-A luciferase reporter, luminescence; inhibition, % at 8.6 µM; 0.7% of 370,000 active; AID 686940;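 active = inhibition above a per-plate cutoff, mean inhibition of test wells between control levels plus 3 SD, cut at about 38% in these data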;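 note: cells cotransfected with COUP-TFII expression vector driving the NGFI-A reporter; 0% = median of COUP-TF2 test wells and 100% = reporter-only cells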
Target sequence (P24468 whole entry, looked up): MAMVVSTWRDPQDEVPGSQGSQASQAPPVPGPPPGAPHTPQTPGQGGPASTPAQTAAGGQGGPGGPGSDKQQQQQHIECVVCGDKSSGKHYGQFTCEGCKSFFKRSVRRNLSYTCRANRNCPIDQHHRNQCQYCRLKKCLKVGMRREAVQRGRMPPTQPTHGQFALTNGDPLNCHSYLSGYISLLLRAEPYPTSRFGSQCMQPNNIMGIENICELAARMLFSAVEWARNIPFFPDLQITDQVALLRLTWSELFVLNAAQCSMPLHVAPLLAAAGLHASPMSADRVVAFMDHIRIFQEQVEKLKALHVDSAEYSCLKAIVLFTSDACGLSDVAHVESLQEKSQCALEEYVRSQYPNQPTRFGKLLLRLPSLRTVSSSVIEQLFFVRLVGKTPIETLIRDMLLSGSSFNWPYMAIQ
C8 TRAIL sens: sensitizes caspase-8 expressing cells to TRAIL; NB7+C8 cells + TRAIL, ATPlite viability luminescence; AID 624354; inhibition (viability loss, TRAIL sensitization), % at 10 µM; 1% of 360,000 active;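 active = compounds causing at least 50% loss of cell viability in the single-dose screen, relative to plate controls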
SRC2 inh: human SRC2 (NCOA2) inhibition. Q15596. HEK293 GAL4-SRC2 luciferase reporter, luminescence. inhibition, % at 9 µM. 0.17% of 370,000 active. AID 651957;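 active = inhibition above the mean inhibition of all tested compounds plus 3 SD, set per campaign, cut at about 52% in these data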;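 note: 0% = DMSO treated cells and 100% = cells given Gossypol at 36 µM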
SRC1 inh: human NCOA1 inhibition | 0.12% of 360,000 active | AID 588354 | inhibition, % at 3.6 µM | Q15788 | HEK293 GAL4-SRC1 luciferase reporter, luminescence;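 active = inhibition above the campaign mean plus 3 SD, with each screening campaign given its own cutoff, cut at about 60% in these data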;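 note: 0% = DMSO treated cells and 100% = gossypol at 36 µM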
TWEAK Fn14 block: inhibitors of TWEAK-Fn14 interaction signaling | TWEAK-stimulated Fn14 reporter cells, luciferase luminescence, 8 h | inhibition, % at 10 µM | 2% of 360,000 active; in the data active = inhibition above about 50%
* marks the source's active call; other numbers are inactive results; . = no result given. Compounds as they come. Share with any hit: about 4.2%.

SMILES	NR5A2 inv ag	TROY NFkB inh	NCOA3 inh	CF NFkB block	LMP1 NFkB inh	KKLEB cytotox	COUP-TFII inh	C8 TRAIL sens	SRC2 inh	SRC1 inh	TWEAK Fn14 block
Cc1cc(C)c(S(=O)(=O)N2CCOC2CNC(=O)C(=O)NCCCN2CCCC2=O)c(C)c1 (stereo unspecified)	4	-13	9	42	-6	-7	13	-4	-6	11	-24
COc1ccccc1/C=C/CN1CCOCC1	5	9	12	2	1	-1	.	0	.	-11	-15
Cc1[nH]n(-c2ccccc2)c(=O)c1/C=N/N1C(=O)c2ccc3c4c(ccc(c24)C1=O)CC3	-11	-128	-3	-81	-3	14	-8	25	-22	-6	-116
O=C(CSc1ccccc1C(=O)O)NCc1ccccc1	13	2	4	6	0	7	6	-3	-4	9	-12
CN(C(=O)CNc1ccccc1Cl)C1CCS(=O)(=O)C1 (stereo unspecified)	3	-1	31	-2	5	22	5	15	14	-10	16
CC(C)CC1=NN(C(=O)c2cccnc2)C(O)(C(F)(F)F)C1 (stereo unspecified)	9	-18	6	-2	2	-5	2	-5	-20	2	-15
COc1cc(/C=N/n2c(C3CCCCC3)n[nH]c2=S)cc(Br)c1O	-6	16	4	22	2	-6	9	-14	-2	7	20
CCOc1nc(-c2ccccc2Cl)nc2ccccc12	7	48	-1	-8	-2	-6	6	-18	-3	15	8
CC(O)(c1cccc(F)c1)c1nc(-c2ccc(S(C)(=O)=O)cc2)cs1 (stereo unspecified)	49	19	-4	0	.	-8	-1	-14	18	-18	4
CCCCCc1nc(N)c(C#N)c(-c2ccco2)c1CCCC	-6	2	4	11	-4	-10	13	9	-12	7	-21
CC[C@]1(C(=O)OC)[C@H]2C(=O)N(C)C(=O)[C@H]2[C@H]2CN=C(SCc3ccc(C#N)cc3)N21	26	8	9	10	-6	-3	-4	-7	-10	9	2
Cc1cc(C)nc(N2CCC(C(=O)N3CCN(c4cc(Cl)ccc4C)CC3)CC2)n1	-21	37	22	11	4	-29	30	11	14	1	38
CCOCCCNCc1ccc(Cl)cc1	3	-14	1	-12	-2	-3	1	2	6	6	15
CN(C(=O)Nc1ccc(S(=O)(=O)N(C)C)cc1)C1CCCCC1	3	-22	-9	-3	-12	-7	-8	4	4	-26	-9
C[C@H]1CN(C2CCCCC2)C(=O)[C@@H]1CC(=O)Nc1ccccc1	-12	-14	1	-74	2	3	-12	-1	-11	-11	-17
Cc1nn(CC(=O)OCC(=O)NC(C)c2ccccc2)c(C)c1[N+](=O)[O-] (stereo unspecified)	2	-2	13	32	-1	-9	22	-6	-7	-9	2
CC(=O)c1cccc(OCC(=O)NC2CCCCCC2)c1	-13	-46	-28	26	-13	-10	-28	-16	-21	-13	-18
NS(=O)(=O)c1cc(C(=O)OCC(=O)Nc2ccc(N3CCCCC3)cc2)ccc1Cl	-18	-12	3	7	-9	-5	8	16	-23	-12	-16
O=C(Nc1ccccc1C(=O)O)/C(=C/c1ccc([N+](=O)[O-])cc1)NC(=O)c1ccc(Br)o1	6	14	7	1	-8	4	12	-3	-20	13	-12
CC(C)N1CCN(S(=O)(=O)c2ccccc2)CC1	19	4	5	-11	5	9	-7	0	-3	4	1
O=C(NNC(=O)c1cccc(C(F)(F)F)c1)c1ccncc1	5	8	-8	0	1	7	-8	-10	16	-3	7
COC(=O)COc1ccc(/C=N/NC(=O)CN(c2ccccc2OC)S(=O)(=O)c2ccccc2)cc1	7	-12	9	20	-3	0	11	-9	9	11	0
CCCCc1c(-c2ccc(OC)cc2)ncn1CCc1ccccc1OC	-9	43	.	.	.	.	26	28	16	.	49
CC(=O)Nc1ccc(S(=O)(=O)NCCC(=O)OCc2ccccc2F)cc1	10	-24	-25	-4	10	2	-6	10	-11	-10	-23
CC1OC(Oc2ccc3ccc(=O)oc3c2-c2c(O)ccc3cc(Oc4ccc5ccc(=O)oc5c4)c(=O)oc23)C(O)C(O)C1O (stereo unspecified)	9	-1	11	-24	-2	1	1	-5	-3	-27	5

Another view of part of the listing above.
The line under a structure holds: NR5A2 inv ag | TROY NFkB inh | NCOA3 inh | CF NFkB block | LMP1 NFkB inh | KKLEB cytotox | COUP-TFII inh | C8 TRAIL sens | SRC2 inh | SRC1 inh | TWEAK Fn14 block
> COC(=O)COc1ccc(/C=N/NC(=O)CN(c2ccccc2OC)S(=O)(=O)c2ccccc2)cc1
 : 7 | -12 | 9 | 20 | -3 | 0 | 11 | -9 | 9 | 11 | 0
> O=C(Nc1ccccc1C(=O)O)/C(=C/c1ccc([N+](=O)[O-])cc1)NC(=O)c1ccc(Br)o1
 : 6 | 14 | 7 | 1 | -8 | 4 | 12 | -3 | -20 | 13 | -12

The results go on.
SMILES	NR5A2 inv ag	TROY NFkB inh	NCOA3 inh	CF NFkB block	LMP1 NFkB inh	KKLEB cytotox	COUP-TFII inh	C8 TRAIL sens	SRC2 inh	SRC1 inh	TWEAK Fn14 block
CCCCn1c(N)c(N(CC)C(=O)CSCC(=O)Nc2ccc(OC)cc2)c(=O)[nH]c1=O	18	-7	-3	-7	-8	6	-6	7	9	-9	9
CCC(CO)Oc1cc(NCc2ccccc2C(F)(F)F)c2ncn(C(C)C)c2c1 (stereo unspecified)	9	-1	-1	61*	4	-17	8	9	-8	-6	10
Cc1ccc(CS(=O)(=O)Cc2ccc(C(=O)NCc3cccs3)o2)cc1	-6	0	-3	-6	-5	13	-8	-10	8	5	4
Cc1noc(C)c1C(=O)OCC(=O)Nc1ccccc1Oc1ccccc1	10	-10	8	-27	4	-4	-8	-14	21	-6	2
O=S(=O)(Nc1ccc(N2CCOCC2)cc1)c1ccc(F)cc1	0	-10	15	8	0	4	-12	-7	-17	-8	20
CC(=O)Nc1sc(C)c(C)c1C(=O)OCC(=O)NCc1ccc(Cl)cc1	1	-7	-14	5	0	-18	-16	6	8	-14	-8
CCOc1ccc(/C=c2\sc3nc(-c4ccco4)nn3c2=O)cc1OCC	-5	-13	4	-20	-3	10	0	-14	-2	-2	7
CCN(CC)S(=O)(=O)c1cc(NS(=O)(=O)c2c(Cl)cccc2Cl)ccc1C	-9	-6	15	1	-9	16	15	0	-5	6	14
CCOC(=O)CNC(=S)N(Cc1ccc(C)cc1)Cc1ccc(C)o1	4	-3	9	8	-2	10	15	17	1	1	29
COc1cc(C(=O)N2CCN(Cc3ccc4c(c3)OCO4)CC2)c([N+](=O)[O-])cc1OC	6	-2	7	-2	15	1	7	1	-13	5	-14
CC1(C(=O)Nc2ccc3c(c2)OCO3)CCN1C(=O)CCc1ccc(Cl)cc1Cl (stereo unspecified)	-24	-29	-12	-31	.	10	2	-7	-1	3	-8
Cc1cccc(NC(=O)c2cc(NC(=O)C3CCCCC3C(=O)O)ccc2N2CCCCC2)c1 (stereo unspecified)	4	-23	7	20	-9	28	-5	10	14	9	5
C=CCNc1ncnc2c1ncn2[C@H]1CN(Cc2ccc(-c3ccccc3)cc2)C[C@@H](CO)O1	21	17	4	-3	.	-6	30	13	27	-5	28
Cc1cc2c3ccccc3ncn2n1	25	-28	17	13	1	2	7	-6	8	-49	19
Cc1cc(F)ccc1C(O)c1ncc(-c2ccc(Cl)cc2)[nH]1 (stereo unspecified)	-5	17	2	-4	.	2	11	-1	17	7	-18
Cc1cc(C)nc(SCC(=O)c2ccc(F)cc2)n1	-5	-27	-9	0	-4	10	1	-15	4	-10	-14
CNc1nc(-c2ccc3c(c2)CCN3C(=O)CC(C)(C)C)c(C)s1	-41	34	-8	0	-15	2	-15	3	-34	-24	-21
COc1cccc(-c2nnc(SCC(=O)Nc3ccc4c(c3)OCCO4)n2Cc2ccco2)c1	4	10	0	37	7	12	15	0	-16	-21	12
N=C1C(c2ccccc2)=C(O)CN1NC(=O)c1ccccc1	-6	15	6	7	15	8	0	-1	5	21	-8
CC1(C)OC(=O)N(CCC(=O)Nc2cccc(F)c2)C1(C)O (stereo unspecified)	14	-20	-5	6	-9	1	-6	-11	0	15	-9
Cn1nnnc1SCc1ccc(C(=O)Nc2ccc(Br)cc2)cc1	-121	-44	-17	7	-17	0	-8	16	-30	-80	-1
Cn1c(=O)[nH]c(=O)c2c1nc(Br)n2CC(O)c1ccccc1 (stereo unspecified)	0	-8	14	-45	2	26	29	-5	-13	3	8
CCOc1ccc(-n2c(Cc3cc(=O)[nH]c(=O)[nH]3)nnc2SC(C)C)cc1	5	-8	-2	6	-2	14	-3	-16	10	-6	15
O=C(O)CCCCCCCCCC[n+]1ccccc1	0	8	22	19	4	-3	-4	-8	-9	24	-5
CC(C)CC1C(C#N)=C(N)Oc2n[nH]c(-c3cccs3)c21 (stereo unspecified)	-7	-23	12	-3	-10	-1	-10	0	14	11	12
SMILES	NR5A2 inv ag	TROY NFkB inh	NCOA3 inh	CF NFkB block	LMP1 NFkB inh	KKLEB cytotox	COUP-TFII inh	C8 TRAIL sens	SRC2 inh	SRC1 inh	TWEAK Fn14 block
CC1(C(=O)O)COC(c2ccc(Cl)cc2)OC1 (stereo unspecified)	17	15	-6	4	5	3	2	-16	6	-16	-8
COCCn1c(SC(C)C(=O)NC2CCCCC2C)nc2ccccc2c1=O (stereo unspecified)	-15	-7	9	5	6	-11	.	5	.	3	7
C=C(C)Cn1c(=O)c2c(nc3n2CCCN3Cc2ccccc2)n(C)c1=O	14	-14	15	25	2	-10	8	-2	8	8	4
COc1cccc(CN(C)C(=O)CCC(=O)c2cc(Br)ccc2OC)c1	6	4	0	-5	-11	0	0	3	-25	0	-4
CSCCC(NC(=O)c1ccccc1C)C(=O)O (stereo unspecified)	-1	14	-8	-4	-9	7	-15	-6	-2	-1	1
CN(CC(=O)Nc1cccc(F)c1)C(=O)c1cc([N+](=O)[O-])ccc1N1CCCCC1	-14	9	1	4	5	2	-2	0	-3	6	-13
CC(C)(C)c1ccc(-c2ccc3c(c2)S(=O)(=O)c2ccccc2C3=O)cc1	-9	-16	-9	5	-30	-8	3	24	-16	-4	-69
CN(C)CCC1c2ccc(Cl)cc2CCc2cccnc21 (stereo unspecified) (tested in a mixture with another compound)	20	7	10	-10	-7	-15	4	-14	-20	19	17
c1ccc(Nc2nc(N3CCCCC3)nc(N3CCCCC3)n2)cc1	-12	-7	-10	6	-7	-7	7	0	23	-1	-2
C/C(=C\c1ccccc1F)C(=O)c1c(C)cc(C)[nH]c1=O	14	-3	-3	-7	2	9	15	-1	5	-13	31
CCOC(=O)C1CCC(C(=O)OCC)N1c1ccc(C=O)cc1 (stereo unspecified)	1	3	0	-27	-15	8	-2	-9	-28	11	12
O=C(COC(=O)/C=C/c1cccs1)Nc1cccc(S(=O)(=O)N2CCOCC2)c1	8	2	10	-7	1	-1	6	2	-6	9	3
O=C(N/N=C/c1cc2c(cc1[N+](=O)[O-])OCO2)c1ccc2c(c1)OCO2	7	-14	2	-24	3	-1	-2	2	-7	-29	8
CC(C)C[C@H]1CNC(=O)C(=O)N1C[C@@H]1CCCN1C[C@H](Cc1ccccc1)N1C[C@H](Cc2ccccc2)N(CCc2ccccc2)C(=O)C1=O	15	1	.	.	.	.	1	-7	7	.	10
Cc1ccc(N=C2NC(=O)/C(=C/c3cccnc3)S2)c(C)c1	-9	45	29	30	3	15	22	-9	8	8	40
CCC[C@@H]1C[C@@H](C(=O)N[C@@H](C2O[C@H](SC)[C@H](O)[C@@H](O)[C@H]2O)[C@H](C)Cl)N(C)C1 (stereo partly specified)	-22	-2	-17	4	.	6	.	-10	.	4	9

Screens from PubChem BioAssay.
